# Screening results: PubChem BioAssay, several laboratories
# NadD inh: NadD (S. aureus) enzyme inhibition | inhibition, % at 20 µM | 360,000 compounds, 0.78% hits | AID 602399 | purified NadD enzyme, colorimetric absorbance read-out; in the data active = inhibition above about 26%; also: some compounds past the cut are filed as inactive
# Rin1-Abl PPI inh: blocks binding of human Rin1 to Abl. P00519+Q13671. TR-FRET Rin1/Abl binding, biochemical. inhibition, % at 7.35 µM. 360,000 compounds, 0.4% hits; in the data active = inhibition above about 5%, passing the limit was not always enough
# PABP1 MLLE inh: inhibitors of microRNA-mediated deadenylation, human PABP1 MLLE binding; P11940; GST-MLLE / FITC-PAM2 fluorescence polarization; inhibition, % at 20 µM; 360,000 compounds, 0.36% hits; in the data active = inhibition above about 35%, passing the limit was not always enough;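 also: plate controls were DMSO wells with GST-MLLE for no effect and wells lacking GST-MLLE protein for full effect; some results filed as inactive read as strong as hits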
# SKN-1 block: inhibitors of C. elegans SKN-1; C. elegans VP596 Pgst-4::GFP/RFP ratio, acrylamide-induced, 24 h; AID 624304; 360,000 compounds, 0.49% hits; inhibition, % at 21.8 µM;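 active = interference check ratio from 0.5 to 1.5 plus GFP to RFP signal ratio inhibition reaching or exceeding a fixed threshold, cut at about 30% in these data, passing the limit was not always enough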; also: some compounds called inactive have numbers as strong as hits
# MT1-MMP act inh: inhibitors of human MT1-MMP activation. 360,000 compounds, 0.061% hits. HT1080 RFP-PRO-GFP cells, GFP/RFP ratio fluorescence, overnight; percent of plate control window, DMSO zero. GFP/RFP ratio change, % at 20 µM. P50281;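 active = GFP/RFP ratio change of at least 30% with cell ATP level not reduced by more than half and red fluorescence within 50% of control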; also: strong numbers were not always called active
#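 Read-out: GFP/RFP fluorescence ratio; Test system: RFP-PRO-GFP reporter HT1080 cells; Compound dosing: single-point 20 µM compound, 1% DMSO; Times: overnight compound exposure at 37 °C.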
# FAS-TE inh: inhibitors of human fatty acid synthase thioesterase domain; 360,000 compounds, 0.67% hits; P49327; recombinant FAS-TE, OMFH fluorogenic substrate, fluorescence endpoint; inhibition, % at 15 µM;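 active = compounds whose normalised, plate-corrected inhibition of enzyme fluorescence in the single-dose primary screen is 50% or more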;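 also: 0% = DMSO with enzyme and 100% = substrate without enzyme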
# Neddylation inh: blocks human cullin neddylation; P61081+Q13564; TR-FRET cullin neddylation, biochemical; calls only at 25 µM; 360,000 compounds, 0.58% hits; in the data active = inhibition above about 36%
# Target sequence (P61081 whole entry, looked up): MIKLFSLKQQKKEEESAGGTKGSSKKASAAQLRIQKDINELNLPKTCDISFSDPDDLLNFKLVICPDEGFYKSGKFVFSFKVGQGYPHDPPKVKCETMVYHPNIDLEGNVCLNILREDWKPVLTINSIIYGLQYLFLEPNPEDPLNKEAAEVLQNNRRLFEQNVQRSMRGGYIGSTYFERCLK
# Target sequence (Q13564 whole entry, looked up): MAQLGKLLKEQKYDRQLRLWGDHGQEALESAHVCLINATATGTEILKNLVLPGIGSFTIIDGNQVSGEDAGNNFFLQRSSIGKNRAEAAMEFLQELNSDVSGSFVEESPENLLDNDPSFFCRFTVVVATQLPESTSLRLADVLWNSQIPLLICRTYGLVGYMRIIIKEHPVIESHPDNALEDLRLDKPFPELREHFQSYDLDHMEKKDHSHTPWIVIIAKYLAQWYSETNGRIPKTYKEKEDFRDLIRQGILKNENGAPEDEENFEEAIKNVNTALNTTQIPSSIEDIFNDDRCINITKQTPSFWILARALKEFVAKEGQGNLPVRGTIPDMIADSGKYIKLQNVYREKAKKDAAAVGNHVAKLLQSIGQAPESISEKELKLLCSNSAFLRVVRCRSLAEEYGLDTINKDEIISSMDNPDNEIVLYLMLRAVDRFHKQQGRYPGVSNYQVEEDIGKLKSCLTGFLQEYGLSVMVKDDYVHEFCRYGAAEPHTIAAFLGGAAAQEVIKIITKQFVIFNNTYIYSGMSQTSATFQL
# Rpn11 inh: blocks the human proteasome subunit Rpn11 | calls only at 20 µM | human 26S proteasome, Ub4-pepOG fluorescence polarization; 20S core pre-blocked with epoxomicin | O00487 | AID 588493 | 360,000 compounds, 0.59% hits;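 active = inhibition at 20 µM, scaled to each plate's controls, above about 33%, limit read from the data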
# Target sequence (O00487 whole entry, looked up): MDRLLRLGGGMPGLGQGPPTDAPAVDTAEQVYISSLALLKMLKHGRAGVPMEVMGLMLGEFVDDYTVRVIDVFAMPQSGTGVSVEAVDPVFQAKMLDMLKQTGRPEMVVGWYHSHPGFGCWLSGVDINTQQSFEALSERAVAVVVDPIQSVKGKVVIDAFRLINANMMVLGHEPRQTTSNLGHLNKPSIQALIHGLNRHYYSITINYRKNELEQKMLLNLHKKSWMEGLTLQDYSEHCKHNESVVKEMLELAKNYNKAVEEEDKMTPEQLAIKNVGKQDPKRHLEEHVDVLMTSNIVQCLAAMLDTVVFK
# CSN deneddyl inh: CSN deneddylation inhibition; 360,000 compounds, 0.38% hits; AID 651999; inhibition, % at 12.5 µM; Q92905; Purified CSN, SCF-Nedd8-OG deneddylation, fluorescence polarization;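 active = pattern-corrected inhibition above about 35%, with an unprinted fluorescence ratio check between 0.5 and 1.5, limit read from the data, passing the limit was not always enough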;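 also: 0% = enzyme with substrate and 100% = substrate without enzyme; some results filed as inactive read as strong as hits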
#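 Material: purified human Csn5 enzyme expressed in HEK293T cells / Medium: Tris buffer pH 7.5, NaCl, DTT, Tween-20, trehalose, ovalbumin / Compound dosing: 12.5 µM single point / Schedule: 90 min incubation of compound, enzyme and substrate at room temperature / Signal: fluorescence polarization of the substrate / Control set: no-enzyme wells high, enzyme-with-substrate wells low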
# * marks the source's active call; other numbers are inactive results; i = inactive; / = not tested or not shown.
structure | NadD inh | Rin1-Abl PPI inh | PABP1 MLLE inh | SKN-1 block | MT1-MMP act inh | FAS-TE inh | Neddylation inh | Rpn11 inh | CSN deneddyl inh
CC(Nn1cnnc1)c1cc(Cl)ccc1O (centres undefined) | 3 | 4 | 12 | 5 | 4 | -4 | i | i | 1
Cc1c(CCC(=O)N2CCC(C(=O)O)(c3ccccc3)CC2)c(=O)oc2cc3oc4c(c3cc12)CCCC4 | 18 | -2 | 4 | 3 | 0 | 2 | / | i | 2
CCn1c(C)nnc1SCC(=O)Nc1ccc(Cl)cc1 | 2 | 1 | -5 | 6 | 0 | -4 | i | i | -4
O=C(NNC(=S)Nc1ccccc1C(F)(F)F)c1cccnc1 | -5 | 2 | 16 | 9 | -3 | -5 | i | i | -6
COc1ccc(N(C(=O)Cn2nnc(-c3ccc(F)cc3)n2)C(C)C(=O)NC2CCCC2)cc1OC (centres undefined) | -1 | 1 | 5 | 3 | -1 | 2 | i | i | -1
COc1ccc(C(=O)/C=C/c2ccc(OC)cc2OC)c(O)c1 | 0 | 3 | 3 | 10 | 5 | 3 | i | i | 8
Oc1ccc(/C=N/NC(=S)NCC2CCCO2)cc1 (centres undefined) | 0 | 1 | 12 | -8 | 1 | -1 | i | i | 3
COc1cccc2c1cc1c(=O)n(CC(=O)NCCCN3CCN(C)CC3)nc(C)n12 | -4 | -4 | 1 | -13 | 0 | -6 | / | i | 1
COc1ccc(C2=NS(=O)(=O)N(C)C(C(=O)NC3CCCC3)=C2)cc1 | 3 | -3 | 0 | -2 | -2 | 4 | i | i | 1
O=C(Nc1ccc(Cl)cc1)Nc1ccc(C(=O)N2CCOCC2)cc1 | 1 | -2 | -6 | 2 | 4 | -7 | i | i | 8
COc1ccc(/C=N/NC(=O)c2cccc(NC(=O)c3ccccc3Cl)c2)cc1 | -5 | 3 | -1 | 2 | -6 | 4 | i | i | 4
CCN(CC(=O)Nc1cccc(C(C)=O)c1)S(=O)(=O)c1ccccc1 | -6 | 2 | 0 | 15 | 3 | 0 | i | i | -3

# The list goes on; the last 2 above are carried over.
structure | NadD inh | Rin1-Abl PPI inh | PABP1 MLLE inh | SKN-1 block | MT1-MMP act inh | FAS-TE inh | Neddylation inh | Rpn11 inh | CSN deneddyl inh
COc1ccc(/C=N/NC(=O)c2cccc(NC(=O)c3ccccc3Cl)c2)cc1 | -5 | 3 | -1 | 2 | -6 | 4 | i | i | 4
CCN(CC(=O)Nc1cccc(C(C)=O)c1)S(=O)(=O)c1ccccc1 | -6 | 2 | 0 | 15 | 3 | 0 | i | i | -3
COCCN1C(=O)/C(=C/c2ccc(Oc3ccc([N+](=O)[O-])cn3)c(OC)c2)SC1=Nc1ccccc1 | 9 | -1 | 7 | -12 | 2 | 28 | i | i | -5
Cc1oc(-c2ccccc2Cl)nc1CSCC(=O)N1CCCC1 | -3 | -2 | 5 | -1 | -4 | -8 | i | i | 3
CC(NC(=O)CCN1C(=O)c2ccccc2S1(=O)=O)c1ccccc1 (centres undefined) | 0 | 5 | 14 | -9 | -2 | -2 | i | i | -1
CC(OC(=O)CN1C(=O)c2ccccc2C1=O)C(=O)NC1CCCCC1 (centres undefined) | -6 | 2 | 2 | 5 | -1 | -2 | i | i | 5
COC(=O)c1ccc(CSc2nc3c(c(=O)n2-c2ccccc2)SCC3)o1 | -8 | 2 | 10 | -1 | 1 | 5 | i | i | -5
O=C1c2c(O)cc(O)cc2O[C@@]12c1c(cc(O)c3c1O[C@H](c1ccc(O)cc1)[C@@H](O)C3)O[C@@H]2c1ccc(O)cc1 | 5 | 4 | 10 | 6 | 7 | -9 | i | i | -5
C=CCS(=O)(=O)N1CCCC(N(C)CCc2ccc(OC)c(OC)c2)C1 (centres undefined) | 2 | -1 | 8 | 8 | 3 | -4 | i | i | -5
CCOC(=O)C1(Cc2ccccc2C(F)(F)F)CCN(C2CCN(C(C)C)CC2)CC1 | -6 | 0 | -2 | 1 | 8 | -4 | i | i | 4
Cc1sc2ncn(CC(=O)Nc3c(F)cccc3F)c(=O)c2c1S(=O)(=O)N1CCC(C)CC1 | 8 | -1 | 9 | 12 | -6 | -4 | i | i | -5
Nc1cc(OC(=O)c2ccc(F)cc2)nn1S(=O)(=O)c1ccccc1 | -4 | 1 | 8 | 1 | 1 | 2 | i | i | 7
Cc1cccc(/C(N)=N/OC(=O)N2CCOCC2)c1 | 0 | 0 | 3 | 3 | -5 | -4 | i | i | -3
O=C(O)c1ccc(Cl)cc1NC(=O)C1CCN(S(=O)(=O)c2cccs2)CC1 | -5 | -1 | 7 | 2 | -3 | -1 | i | i | 2

# (more compounds)
# Screens in order – NadD inh, Rin1-Abl PPI inh, PABP1 MLLE inh, SKN-1 block, MT1-MMP act inh, FAS-TE inh, Neddylation inh, Rpn11 inh, CSN deneddyl inh
Cc1ccc(Sc2nc([N+](=O)[O-])nn2C)cc1
→ 4, -6, 7, -2, 1, -9, i, i, -20
O=C(CCCOc1ccc(Cl)cc1)NC1CCCCC1
→ -6, 0, 13, 18, 2, 0, i, i, -4
COc1ccc(NC(=O)CC2SC(N3CCCC3)=NC2=O)cc1Cl (centres undefined)
→ 2, 3, 0, -10, 1, -8, i, i, 3
O=C(CNC(=O)c1ccccc1)OCc1nc2ccccc2s1
→ -1, 4, 4, 5, 3, -4, i, i, 2
Cc1cc(-c2ccc(S(=O)(=O)N3CCN(c4ccc(F)cc4)CC3)s2)on1
→ 2, -1, -3, 20, 3, 12, i, i, 2
CN(C(=O)COc1cc(C(F)(F)F)nn1C)c1ccccc1
→ -1, 2, -7, 3, 0, -4, i, i, 5
O=C(NC1CCCCC1)/C(=N\O)c1ccccn1
→ -5, 0, 2, -11, 5, -10, i, i, 1
COc1ccc(NC(=O)Cc2nnc(SCC(=O)Nc3ccc(F)cc3)n2C)cc1
→ 4, 0, 1, 3, 3, -2, i, i, 8
CCCCN(CC)C(=O)Cn1c(=O)sc2ccccc21
→ 1, 3, 0, -1, 7, -6, i, i, -5
Cc1ccc(C(CC(=O)N2CCOCC2)c2ccco2)cc1 (centres undefined)
→ 3, 0, 3, 7, -5, -9, i, i, -2
O=C(NCCc1ccc(Cl)cc1)C1CCC(=O)N1Cc1ccccc1Cl (centres undefined)
→ -14, -1, 4, 6, -2, 1, i, i, -1
Cc1nc(S(=O)(=O)Cc2ccccc2Cl)nc2c1CCC2
→ 3, -3, 6, -3, -1, 1, i, i, 1
O=C(CN1CCN(S(=O)(=O)c2cccc(F)c2)CC1)Nc1ccnn1C1CCCC1
→ 0, -2, -15, 8, -1, -4, i, i, -5
Cn1c(SCC(=O)Nc2ccc(F)cc2)nnc1-c1cccnc1
→ -5, 4, 19, -5, 1, -7, i, i, 2
C/C(=N\NC(=O)c1cc(-c2ccncc2)nc2ccccc12)c1ccc(OC(F)F)cc1
→ 3, -3, -10, -2, 2, 9, i, i, -7

# Rewritten field by field: three of the compounds above
compound: O=C(Nc1ccc(Cl)cc1)Nc1ccc(C(=O)N2CCOCC2)cc1
  NadD inh: 1	Rin1-Abl PPI inh: -2	PABP1 MLLE inh: -6	SKN-1 block: 2	MT1-MMP act inh: 4	FAS-TE inh: -7	Neddylation inh: i	Rpn11 inh: i	CSN deneddyl inh: 8

compound: COc1ccc(C2=NS(=O)(=O)N(C)C(C(=O)NC3CCCC3)=C2)cc1
  NadD inh: 3	Rin1-Abl PPI inh: -3	PABP1 MLLE inh: 0	SKN-1 block: -2	MT1-MMP act inh: -2	FAS-TE inh: 4	Neddylation inh: i	Rpn11 inh: i	CSN deneddyl inh: 1

compound: CCOC(=O)C1(Cc2ccccc2C(F)(F)F)CCN(C2CCN(C(C)C)CC2)CC1
  NadD inh: -6	Rin1-Abl PPI inh: 0	PABP1 MLLE inh: -2	SKN-1 block: 1	MT1-MMP act inh: 8	FAS-TE inh: -4	Neddylation inh: i	Rpn11 inh: i	CSN deneddyl inh: 4

# Other results:
# Screens in order – NadD inh, Rin1-Abl PPI inh, PABP1 MLLE inh, SKN-1 block, MT1-MMP act inh, FAS-TE inh, Neddylation inh, Rpn11 inh, CSN deneddyl inh
CC(C)CN(C(=O)CCCOc1ccc(Cl)cc1Cl)c1c(N)n(Cc2ccccc2)c(=O)[nH]c1=O
→ 13, 1, -18, 14, -12, 7, i, i, 0
CCc1nnc2n1N=C(c1ccccc1)CS2
→ -7, 5, -2, 17, 0, -5, i, i, -2
Oc1ccc(C2Nc3cccc4cccc(c34)N2)cc1
→ 58*, 3, -9, 3, 5, 12, i, i, 4
CCC(C)NS(=O)(=O)c1ccc(OCC(=O)N2CCCCC2)cc1 (centres undefined)
→ 1, 1, 2, 2, 2, -4, i, i, 5
CCOC(=O)CNC(=O)C1Cc2ccccc2CN1S(=O)(=O)c1cccs1 (centres undefined)
→ -1, 1, -8, -3, 2, -2, i, i, 6
Cc1cc(C)cc(C(=O)NC(CC(N)=O)c2ccc(N3CCN(c4ccccn4)CC3)c([N+](=O)[O-])c2)c1 (centres undefined)
→ -2, -4, 7, 8, 1, -10, i, i, 2
COc1ccc(NC(=O)CSCC(=O)Nc2nnc(CC(C)C)s2)cc1
→ -4, 1, -6, 12, 6, -4, i, i, 3
Cc1ccc(-n2nnnc2SCC(=O)NC2CCS(=O)(=O)C2)c(C)c1 (centres undefined)
→ -6, 3, -5, 15, -2, -6, i, i, 1
COc1ccccc1C(=O)NCCC(=O)N1CCN(c2cccc(C(F)(F)F)c2)CC1
→ 0, 4, 3, 1, 6, 2, i, i, 0
COCCOC(=O)C1=C(C)N=C2SCCC(=O)N2C1/C=C/c1ccccc1 (centres undefined)
→ 6, -1, -132, 2, -4, 3, i, i, -4
COc1ccccc1CNC(=O)C1CCCN(S(=O)(=O)c2ccc3c(c2)C(C)(C)C(=O)N3C)C1 (centres undefined)
→ 2, -2, -2, 5, -3, 3, i, i, 7
NS(=O)(=O)c1ccc(Nc2ccccc2)c([N+](=O)[O-])c1
→ -14, -8, 0, 19, /, -1, i, i, -3
CC(C)Oc1ccc(CNS(=O)(=O)c2csc(C(N)=O)c2)cc1
→ -4, -3, -9, 3, 5, -2, i, i, -3
O=C(NCCNc1ccc([N+](=O)[O-])cc1Cl)c1ccccc1F
→ -13, -7, 13, 11, 4, 18, i, i, -1
O=C1OCCC1=Cc1ccccc1
→ 0, -1, 6, -1, 0, -4, i, i, 5
CC1(C(=O)NS(=O)(=O)C2CC2)CCN(C(=O)COc2ccc(Cl)cc2Cl)C1 (centres undefined)
→ -5, -2, 11, -5, 3, -6, i, i, -1
CC(=O)Nc1ccccc1/C=C/c1ccc2c(C)ccc(O)c2n1
→ 3, -4, 9, -1, 0, -1, i, i, 1
O=C(c1cccs1)N1CCc2ccccc2C1
→ 2, -6, 12, 2, 4, -3, i, i, -2
COc1cc(/C=C2\N=C(C)OC2=O)cc(Cl)c1OC(C)=O
→ -4, 0, -29, 0, 0, -2, i, i, 5
O=C(NCc1ccccc1)/C(=C/c1ccc([N+](=O)[O-])cc1)NC(=O)c1ccco1
→ 0, 1, -2, -1, -1, 15, i, i, 7
COc1cccc(N(CC(=O)Nc2ccccc2C(=O)N2CCCC2)S(C)(=O)=O)c1
→ -5, 1, 1, 18, 1, -10, i, i, 0
COc1ccc2nc(-c3ccco3)c(-c3ccco3)nc2c1
→ 9, 2, 40*, 24, -7, 2, i, i, 36
C(=N\N=C\c1cccs1)/c1cccs1
→ -5, 1, -5, 74*, -6, 2, i, i, 0
CCCCC(CC)C1OCC(CN2CCCC2)O1 (centres undefined)
→ 8, -3, -4, 19, 4, -4, i, i, -1
